Compound activity (PubChem)
M1 ag = activates the M1 muscarinic receptor; CHO-M1 cells, Fluo-4 calcium fluorescence, agonist mode; stronger effect = higher value; B-score at 10 µM; actives 3% (n = 64,000); AID 626;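 active means fluorescence rise, raw or as B-score row- and column-corrected plate score, outside the 99.7% band of its plate's samples, either direction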
D1 mod = allosteric modulators of human D1 dopamine receptor | P21728 | B-score at 10 µM | AID 641 | HEK293 D1, CRE-luciferase, dopamine EC30 potentiation; actives deviate in either direction | actives 5.9% (n = 58,000);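 active means luminescence count or its row- and column-corrected plate score outside the 99.7% band of the plate's sample wells, on either side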
Target sequence (P21728 whole entry, looked up): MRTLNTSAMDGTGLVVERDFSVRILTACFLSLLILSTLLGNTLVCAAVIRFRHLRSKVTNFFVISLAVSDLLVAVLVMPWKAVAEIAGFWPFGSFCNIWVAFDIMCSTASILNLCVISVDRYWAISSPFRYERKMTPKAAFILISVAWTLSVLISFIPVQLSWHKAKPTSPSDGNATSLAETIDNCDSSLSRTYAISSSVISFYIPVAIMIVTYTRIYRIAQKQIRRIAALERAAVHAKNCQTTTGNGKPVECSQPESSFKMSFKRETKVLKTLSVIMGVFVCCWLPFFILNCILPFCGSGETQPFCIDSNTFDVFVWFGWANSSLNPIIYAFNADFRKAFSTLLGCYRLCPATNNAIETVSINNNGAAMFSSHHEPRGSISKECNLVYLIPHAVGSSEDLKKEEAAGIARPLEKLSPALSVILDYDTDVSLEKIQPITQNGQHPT
Her2 expr inh = inhibitors of human Her2 kinase expression | SKBR-3 HER2 protein level, AlphaScreen, 18-24 h; stronger effect = lower value | HER2 level % of control, % at 10 µM | actives 0.69% (n = 65,000) | AID 645;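 active means HER2 level under 5% of the carrier-only control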;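 further: 100% = DMSO carrier and 0% = 500 nM PU-H71 HSP90 inhibitor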
Ec RNAP inh = inhibitors of Escherichia coli RNA polymerase; P0A8V2; E. coli RNA polymerase, fluorescence transcription assay; inhibition, %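 (tested at 10 µM)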; actives 0.2% (n = 62,000); AID 559; in the data active means inhibition above about 20%;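 further: 0% = enzyme without compound and 100% = no enzyme blank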
NADH coupling = inhibition of NAD/NADH coupling enzymes, library profiling; coupled PK/LDH NADH assays, four targets; IC50, µM (series often up to 10 µM), for the others: at the top dose inhibition; actives 0.02% (n = 65,000); AID 774;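 active means single-dose screening hits from any of four coupled enzyme assays that gave an IC50 when retested across doses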;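 further: the DPM-DC format reads NADH fluorescence rather than 340 nm absorbance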
Hsp90 inh = displaces geldanamycin probe from tumor Hsp90 | NCI-N417 lysate Hsp90, Cy3B-geldanamycin FP displacement | actives 0.35% (n = 64,000) | AID 429 | inhibition, % at 30 µM;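 active means inhibition above 50%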;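 further: 0% = tracer plus lysate wells and 100% = tracer alone without lysate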
M1 antag = M1 muscarinic receptor (rat) antagonism; P08482; CHO-M1 cells, Fluo-4 calcium, ACh EC80 antagonist mode; stronger effect = lower value; B-score at 10 µM; actives 3.4% (n = 64,000);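 active means calcium fluorescence response, raw or row-and-column corrected B-score, differing from the plate sample mean either way at a set confidence level, mostly lower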
Target sequence (P08482 whole entry, looked up): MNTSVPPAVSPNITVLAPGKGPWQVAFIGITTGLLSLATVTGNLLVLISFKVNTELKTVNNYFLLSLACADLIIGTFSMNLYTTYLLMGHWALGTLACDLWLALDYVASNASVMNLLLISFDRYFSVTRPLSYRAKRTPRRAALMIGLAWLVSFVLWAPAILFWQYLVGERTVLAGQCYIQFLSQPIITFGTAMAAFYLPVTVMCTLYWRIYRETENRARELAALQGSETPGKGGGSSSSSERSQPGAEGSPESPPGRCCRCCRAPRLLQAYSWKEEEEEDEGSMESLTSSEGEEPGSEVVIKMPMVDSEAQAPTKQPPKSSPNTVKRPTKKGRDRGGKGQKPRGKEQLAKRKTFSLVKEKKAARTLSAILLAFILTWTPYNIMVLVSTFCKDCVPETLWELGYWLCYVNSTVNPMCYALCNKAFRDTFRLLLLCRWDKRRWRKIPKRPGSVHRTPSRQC
5HT1a ag = agonists of human 5-HT1a serotonin receptor | P08908 | CHO 5-HT1a Ga15 NFAT-bla reporter, FRET ratio; 0% basal, 100% maximal reference agonist | activation, % at 10 µM | actives 0.56% (n = 65,000);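 active means activation above the screen-wide mean activation plus 3 SD, cut at about 19% in these data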;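 further: 0% = DMSO wells and 100% = 5-CT at EC100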
Autofluor 339 = intrinsic fluorescence of library compounds, ex339/em460 – biochemical, MLSMR library, data from DPM-DC assay, artefact control, profiling panel. compound autofluorescence, ex339/em460 nm, NADH buffer; stronger effect = higher value; 1 = no-compound wells, NADH background. fluorescence fold increase at 10 µM. actives 5.5% (n = 65,000). AID 709;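 active means at 10 µM, mean starting fluorescence two-fold or more over control wells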;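 further: signal is the first read of a kinetic run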
The depositor's hits bear a star; . = not tested or not shown; & = joins results of further samples; [ ] = remark or other dose.

smiles	M1 ag	D1 mod	Her2 expr inh	Ec RNAP inh	NADH coupling	Hsp90 inh	M1 antag	5HT1a ag	Autofluor 339
CCOC(=O)C1CCN(C(=O)C2CCCCC2)CC1	-0.23	-0.039	137	4	2%	-5	-0.076	-1.0	1.1
COc1ccc(-c2csc3nc(C)n(-n4cccc4)c(=O)c23)cc1OC	0.67	4.9*	83	2	6%	-22	0.12	0.1	1.1
COc1ccc(-c2nc(CS(=O)CC(=O)NCc3ccco3)c(C)o2)cc1OC (centres undefined)	-0.02	-0.066	56	1	9%	0	-0.31	0.2	1
CC(=O)Nc1cccc(OCC(=O)NS(=O)(=O)c2ccc(Cl)cc2)c1	0.68	0.79	104	9	8%	2	-1.2	-1.1	1.1
O=C(NCc1ccc2c(c1)OCO2)c1cccc2c1C(=O)N(C1CCCCC1)C2	0.56	6*	72	3	2%	-3	0.16	-1.9	1.1
CCCCSc1nn[nH]n1	-0.68	0.12	83	0	4%	0	-0.15	-3.8	1.1
O=C(Nc1ccc(F)cc1)c1cc(S(=O)(=O)N2CCCCC2)cs1	-0.13	-0.67	113	3	3%	.	0.73	-0.9	1.1
CCCOc1ccc(N)cc1N	0.28	0.27	109	-3	8%	15	0.19	-4.8	1.1
CCC(C)[C@H](NC(=O)Nc1cccc(OC)c1)C(=O)OC (some centres undefined)	0.012	-0.034	69	.	5%	-1	1.3	-1.1	1.1
CCCC1(C(=O)OCC)NC(c2cc(OC)c(OC)c(OC)c2)C2C(=O)N(CC)C(=O)C21 (centres undefined)	-0.36	.	94	0	7%	-1	0.016	-1.4	1
COc1cccc(C2C3=C(CCCC3=O)Nc3nc4ccccc4n32)c1OC (centres undefined)	-0.61	1.4	96	-4	8%[fluoresces]	2	0.67	-2.8	5*
COc1ccc(CNC(=O)Nc2cccs2)cc1OC	-0.32	0.14	96	4	5%	-3	1.5	-2.4	1.1
CCOC(=O)CSc1nnc(CNC(=O)c2cc(OC)c(OC)c(OC)c2)n1C	-0.016	0.61	87	3	6%	0	0.06	-1.0	1.1
Cc1nnc(C)n1/N=C/c1ccc2c(c1)OCCO2	-0.077	.	89	6	3%	3	-0.22	-2.8	1.3
CCCCOc1cccc(OCCCC)c1C(=O)Nc1cc(C)on1	1.6	-0.65	137	3	6%	1	0.37	-2.6	1.1
Cc1cccn2c(=O)c3cc(C(=O)NC4CCCCC4)c(=N)n(CCN4CCOCC4)c3nc12	1.4	-0.16	110	1	3%	-1	-2.4*	-1.2	1.1
COc1ccc(CC(=O)Nc2c3c(nn2-c2cccc(C)c2C)CS(=O)C3)cc1 (centres undefined)	-1.4	0.037	118	-1	8%	-3	-0.41	1.4	1
Cc1ccc(-n2c(=O)c3sccc3n(CC(=O)NCc3ccco3)c2=O)cc1	0.32	-1	88	13	2%	-3	0.49	-0.7	1
Cc1cc(=O)n(CC(C)O)c(O)c1C#N (centres undefined)	-0.31	-0.014	90&82	.	3%&4%	-1&5	0.022	-3.1	1.3&1.3
Cn1c(C(=O)OC(C(=O)NC2CCCC2)c2cccnc2)cc2sccc21 (centres undefined)	-0.27	.	88	10	3%	-2	-0.77	0.6	1.1
CCOC(=O)N1CCN(C(=O)CN(Cc2ccccc2)S(=O)(=O)c2ccc(OC)c(C)c2)CC1	0.89	-0.11	79	4	4%	-9	-0.25	0.9	1
COC(=O)c1ccc(NC(=O)C2CCN(S(C)(=O)=O)CC2)cc1	0.15	-1.7	71	13	5%	-2	-0.76	-1.3	1.1
Cc1sc2nc(SC(C)C)nc(N)c2c1C	-0.39	14*	103	-10	2%	-2	0.4	-1.9	1.1
Cc1ccccc1S(=O)(=O)Cc1ccc(C(=O)NCCCOC(C)C)o1	-0.84	-1.5	154	8	6%	-4	-0.58	0.5	1.1

Full records as entered above. Order of screens: M1 ag | D1 mod | Her2 expr inh | Ec RNAP inh | NADH coupling | Hsp90 inh | M1 antag | 5HT1a ag | Autofluor 339
Shown for CCOC(=O)CSc1nnc(CNC(=O)c2cc(OC)c(OC)c(OC)c2)n1C : -0.016 | 0.61 | 87 | 3 | 6% | 0 | 0.06 | -1.0 | 1.1
Shown for Cc1cc(=O)n(CC(C)O)c(O)c1C#N (centres undefined) : -0.31 | -0.014 | 90&82 | . | 3%&4% | -1&5 | 0.022 | -3.1 | 1.3&1.3

The listing continues.
smiles	M1 ag	D1 mod	Her2 expr inh	Ec RNAP inh	NADH coupling	Hsp90 inh	M1 antag	5HT1a ag	Autofluor 339
O=C(CCCCCn1c(=S)[nH]c2cc3c(cc2c1=O)OCO3)N1CCN(C2CCCCC2)CC1	2.1*	0.66	-16*	1	7%	-3	-5.1*	-0.1	1
Cc1ccccc1NC(=O)CCN1CCN(Cc2ccccc2)CC1	.	-1.4	88	1	9%	-6	.	2.7	1.1
CC1CCCCN1CCNC(=O)CC1Oc2ccccc2NC1=O (centres undefined)	1.6	0.33	93	4	5%	-4	-0.68	-2.5	0.81
O=C(Nc1ccc(S(=O)(=O)N2CCC(C(=O)NC3CCCCC3)CC2)cc1)c1ccco1	0.049	-0.11	94	7	10%	-3	0.43	-1.4	1.1
O=C(Cc1cn2ccsc2n1)OCc1nc2ccccc2s1	0.44	-1.1	104	3	9%	-2	0.51	2.9	1
Cc1nc2ccccn2c1/C(O)=C1\C(=O)C(=O)N(CCN2CCOCC2)C1c1cccnc1 (centres undefined)	-1	0.13	97	3	2%	-3	-0.2	-2.2	1.1
CCN(CC)C(=O)CSc1nnc(CCCCCNC(=O)OC(C)(C)C)o1	-0.072	-0.75	187	1	3%	-1	-0.05	-3.6	1.1
O=C(O)c1ccc(NCc2cccnc2)cc1	0	0.29	.	0	3%	-4	-0.97	-0.7	1.1
CCC(c1nnnn1Cc1ccco1)N(CCc1ccccc1)Cc1cc2ccc(OC)cc2[nH]c1=O (centres undefined)	-0.43	1.3	76	2	2%	0	-0.4	1.6	1.4
O=S(=O)(c1cc(Cl)ccc1Br)N1CCOCC1	0.037	1	120	9	1%	1	0.8	-1.6	1
O=C1c2[nH]nc(-c3ccccc3O)c2C(c2ccccc2)N1Cc1ccco1 (centres undefined)	.	0.47	101	-8	0%	1	.	1.7	1.1
COc1ccc(C)cc1N(C(=O)CNC(=O)c1ccco1)C(C(=O)NC1CCCC1)c1cccnc1 (centres undefined)	-0.054	-0.04	87	7	3%	3	0.14	-3.8	1.1
CCOC(=O)c1cnc(-n2nc(C)cc2C)nc1-n1nc(C)cc1C	0.0059	-0.28	68	5	5%	3	-0.31	-5.5	1.1
COc1ccc(S(=O)(=O)NCCSCc2cccs2)cc1	1.5	-2	91	4	13%	-5	-0.48	-0.9	1.1
O=C(NCC(=O)N(CC1CCCO1)C(C(=O)NC1CCCC1)c1cccnc1)c1ccco1 (centres undefined)	0.077	-0.52	70	10	5%	1	0.43	0.5	1
CC1(C)CC(=O)C2=C(C1)OC(c1ccncc1)C(C#N)=C2N (centres undefined)	1.3	1.4	113	4	9%	-4	0.093	-2.5	1.1
COc1ccc(NC(=O)c2ccc(S(=O)(=O)N3CCOCC3)cc2)c(OC)c1	-0.11	0.057	92	9	8%	-2	0.58	-1.5	1.1
O=C(O)COc1ccc2c(-c3ccccc3)cc(=O)oc2c1	0.68	-0.81	102	10	8%	-7	-0.057	-1.4	1.2
COc1cccc(-c2nc(CS(=O)CC(=O)NCc3ccccc3Cl)c(C)o2)c1 (centres undefined)	0.3	1.8	99	9	2%	-2	1.3	-2.8	1.1
CCCCOc1ccc(C(=O)CCN2CCCCC2)cc1	-0.4	-0.68	105	4	3%	-4	-4.1	-0.8	1
O=c1/c(=C/c2ccco2)sc2nc(-c3ccccc3Br)nn12	-0.89	0.22	81	5	3%	-6	0.21	-4.0	1
CCOC(=O)C1=C(N)Oc2cc(C)oc(=O)c2C1c1cccnc1 (centres undefined)	-0.98	-0.18	113	7	6%	0	0.29	-2.5	0.95
CCCN1C2=NCCN2c2ccccc21	0.85	0.15	64	0	7%	-3	-0.03	-0.7	1.1
CC(C)(C)C(=O)COC(=O)c1ccc(O)cc1	.	.	89	2	2%	0	.	-3.0	1
COc1cccc(Cn2c(Oc3ccccc3)nc3c2c(=O)n(C)c(=O)n3C)c1	-0.17	0.93	103	10	0%	-2	0.011	3.5	1
CCC(=O)Nn1c(C)nnc1C	0.74	-0.043	94	4	6%	-1	-0.063	-0.1	1.1
Cc1cccc(N2C(=O)c3cccc4c(N(C)CCO)ccc(c34)C2=O)c1	351*	.	100	11	2%[fluoresces]	1	-14*	-0.6	2.1*
Cn1c(=O)oc2cc(S(=O)(=O)N3CCC(C(=O)Nc4ccc(OC(F)(F)F)cc4)CC3)ccc21	-0.0038	0.026	117	5	3%	2	-0.43	0.7	0.99
COCCCNC(=O)c1oc2ccc(S(=O)(=O)N(C)C3CCCCC3)cc2c1C	-0.99	-0.22	102	8	1%	.	0.016	1.3	1.1
O=C(Nc1ncc(Br)s1)C(Cc1ccccc1)n1cccc1 (centres undefined)	-0.13	-0.24	25	2	3%	-6	0.049	-0.8	1.1
O=C(CSc1nnc(-c2cccnc2)n1C1CCCCC1)NC1CCCCC1	.	.	70	6	5%	-1	.	0.5	1
COCCCn1c(SCC(=O)N(C)C)nnc1-c1ccccc1	0.096	0.018	119	7	10%	1	0.25	0.6	0.98
O=C(NCCN1CCOCC1)C1CCC(=O)N1C1CCCCC1 (centres undefined)	1.2	-0.51	74	8	3%	-3	-1.4*	-1.2	1.1
O=C(Cn1cnc2c(nnn2Cc2ccc(Cl)cc2)c1=O)N1CCCc2ccccc21	-0.71	-0.65	78	.	3%	-1	-0.68	-4.0	1.1
CC(C)C(=O)N(Cc1cc2ccccc2[nH]c1=O)C(C)(C)C	0.38	0.35	-27*	10	4%	-4	-0.029	-3.0	1.2
CN1CCN(C(=O)C2CCC(CNS(=O)(=O)c3cccc4cccnc34)CC2)CC1 (centres undefined)	-1	0.73	97	3	3%	-2	0.2	-0.6	1.1

Reprinted at random: two entries already listed
smiles	M1 ag	D1 mod	Her2 expr inh	Ec RNAP inh	NADH coupling	Hsp90 inh	M1 antag	5HT1a ag	Autofluor 339
O=C(Nc1ncc(Br)s1)C(Cc1ccccc1)n1cccc1 (centres undefined)	-0.13	-0.24	25	2	3%	-6	0.049	-0.8	1.1
CC(C)C(=O)N(Cc1cc2ccccc2[nH]c1=O)C(C)(C)C	0.38	0.35	-27*	10	4%	-4	-0.029	-3.0	1.2

(list continues)
smiles	M1 ag	D1 mod	Her2 expr inh	Ec RNAP inh	NADH coupling	Hsp90 inh	M1 antag	5HT1a ag	Autofluor 339
CC(=NCc1ccccc1)C1=C(O)COC1=O	-0.64	0.54	102	9	4%	-5	0.86	-0.3	1
CC1(C)OC(=O)C(=CNCC(O)c2ccccc2)C(=O)O1 (centres undefined)	-0.6	1	105	4	2%	-1	0.29	-3.6	1.1
Cc1cc(C)c2cc3c(ccn3C3OC[C@H](O)[C@H](O)[C@H]3O)cc2n1 (some centres undefined)	36*	-0.042	95	12	4%	-30	-0.62	-2.2	1.4
COc1ccc(S(C)(=O)=O)cc1S(C)(=O)=O	0.54	0.44	75	3	10%	-1	-0.0071	1.5	1.1
CCOC(=O)N1CCN(C(=O)CNC(=O)Cc2ccc(Cl)cc2)CC1	0	1.2	78	5	10%	-5	0.62	-1.3	1.1
Cc1ccccc1Cn1c(=O)c2c(nc3n2CCN3Cc2ccco2)n(C)c1=O	0.011	0.058	88	2	6%	0	0.034	-2.1	1.1
Cc1nc(SCC(=O)Nc2ccccc2C(F)(F)F)c2c(=O)n(C)c(=O)n(C)c2n1	-0.088	0.23	84	8	2%	-3	0.078	-3.0	1
O=C(CSc1nnc(Cn2nnc3ccccc32)o1)N(Cc1ccc(F)cc1)c1ccccc1	6.2*	.	70	5	4%	-3	-2.2	-0.8	1
Cc1nnc(SC(C)C(=O)Nc2ccc(S(=O)(=O)N3CCCCC3)cc2)s1 (centres undefined)	-0.76	0.023	53	3	7%	-3	-1.1	-1.2	1.1
